# ABCB6 inh 2: inhibitors of human ABC transporter ABCB6. 360,000 compounds, 0.19% hits. AID 602162. fluorescence ratio to DMSO, % at 10 µM. K562-ABCB6 porphyrin accumulation, flow cytometry, 1 h; hits give low values. Q9NP58;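 active = fluorescence ratio to DMSO below 75%, the collection mean minus 3 SD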;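 note: signal is porphyrin accumulated inside mitochondria; 100% equals median channel fluorescence of DMSO control wells; lower ratio means ABCB6 inhibition with less porphyrin fluorescence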
# Target sequence (Q9NP58 whole entry, looked up): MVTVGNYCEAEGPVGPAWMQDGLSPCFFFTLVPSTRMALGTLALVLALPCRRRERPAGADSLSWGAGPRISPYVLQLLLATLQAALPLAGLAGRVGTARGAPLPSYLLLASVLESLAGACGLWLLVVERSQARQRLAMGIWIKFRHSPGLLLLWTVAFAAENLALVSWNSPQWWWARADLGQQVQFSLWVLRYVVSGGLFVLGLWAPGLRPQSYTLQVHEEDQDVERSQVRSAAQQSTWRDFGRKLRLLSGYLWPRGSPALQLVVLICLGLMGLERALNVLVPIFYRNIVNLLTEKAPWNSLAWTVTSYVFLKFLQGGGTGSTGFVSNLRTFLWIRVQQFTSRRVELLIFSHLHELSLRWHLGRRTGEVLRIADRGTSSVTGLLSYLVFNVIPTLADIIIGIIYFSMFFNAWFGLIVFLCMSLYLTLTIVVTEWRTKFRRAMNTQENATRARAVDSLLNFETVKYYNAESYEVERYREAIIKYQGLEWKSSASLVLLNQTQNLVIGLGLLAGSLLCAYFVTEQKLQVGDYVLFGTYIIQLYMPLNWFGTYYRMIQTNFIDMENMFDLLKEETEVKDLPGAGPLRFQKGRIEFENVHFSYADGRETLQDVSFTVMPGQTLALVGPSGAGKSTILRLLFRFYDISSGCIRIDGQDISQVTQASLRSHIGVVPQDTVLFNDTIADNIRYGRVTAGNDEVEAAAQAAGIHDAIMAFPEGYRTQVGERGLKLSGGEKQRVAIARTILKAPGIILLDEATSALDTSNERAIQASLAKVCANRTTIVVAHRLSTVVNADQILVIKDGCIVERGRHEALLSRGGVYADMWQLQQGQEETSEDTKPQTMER
# TLR9-MyD88 block: TLR9-MyD88 interaction inhibition | CHO BLA complementation TLR9-MyD88, CCF4 FRET ratio | 340,000 compounds, 0.21% hits | inhibition, % at 4.98 µM | Q9NR96+Q99836;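 active = inhibition above the mean over all tested compounds plus 3 SD, cut at about 21% in these data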;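 note: 0% = DMSO only wells and 100% = clavulanate BLA inhibitor control wells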
# MC4R barr agon: activates human MC4R beta-arrestin recruitment; 360,000 compounds, 0.98% hits; P32245; AID 540308; activation, % at 8.9 µM; U2OS MC4R beta-arrestin complementation, luminescence; percent of melanotan II response, DMSO zero;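 active = activation above a per-plate cutoff, the mean activation of sample wells on that plate plus 3 SD, cut at about 8% in these data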
# NOD2 RIPK2 PPI: NOD2-RIPK2 protein interaction inhibition; CHO BLA complementation NOD2-RIPK2, CCF4 ratio; inhibition, % at 4.98 µM; 360,000 compounds, 0.38% hits; AID 624267; in the data active = inhibition above about 21%;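 note: 0% = vehicle only and 100% = reference blocker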
# ABHD5 PLIN5 PPI: blocks binding of human ABHD5 to perilipin-5; Q00G26+Q8WTS1; inhibition, % at 4 µM; Split G. princeps luciferase complementation, luminescence, 4 h; 360,000 compounds, 0.78% hits;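 active = inhibition above the mean inhibition across every tested compound plus 3 SD, cut at about 22% in these data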;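 note: 0% = DMSO only wells and the 100% control is not disclosed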
# Vif inh: HIV Vif inhibition; HEK293T cells, Vif self-association by quenched fluorescence, imaging, 24 h; inhibition, % at 7.49 µM; 340,000 compounds, 0.35% hits; AID 602346; in the data active = inhibition above about 50%, passing the limit was not always enough; note: some results filed as inactive read as strong as hits
# N-glyco inh: N-linked glycosylation inhibition. reporter increase, % at 12.5 µM. 360,000 compounds, 0.23% hits. AID 588692. D54 ERlucT glycosylation luciferase reporter, 24 h; percent of 100 nM tunicamycin response;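 active = mean luciferase reporter signal, scaled so untreated is 0 and the glycosylation-blocking control 100, at or above a set limit in every replicate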;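 note: luciferase carries N-glycosylation sites so blocking glycosylation raises the light; 0% = median of neutral control wells and 100% = median of 100 nM tunicamycin wells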
# aDG glyco up: alpha-DG glycosylation activation; Pro5-aDG cells, alpha-DG glycosylation AlphaScreen (IIH6); 0% Pro5, 100% B10-LARGE cell signal; activation, % at 10 µM; 360,000 compounds, 0.22% hits;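 active = activation of at least 8% versus controls, or a plate z-score of at least 8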;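 note: Pro5 are CHO cells carrying HIG-tagged alpha-DG that lacks glycosylation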
# MC4R antagonist: human MC4R antagonism in cAMP assay; P32245; MC4R-expressing cells, MTII-stimulated cAMP, LANCE TR-FRET; inhibition, % at 6.5 µM; 360,000 compounds, 0.48% hits; AID 540295;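 active = inhibition above its plate's cutoff, the mean of tested wells on that plate plus 3 SD, cut at about 29% in these data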;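 note: 0% = Melanotan II alone and 100% = Melanotan II plus saturating MCL0020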
#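 System: U2OS-MC4R stable cell line; Technique: Eu-cAMP/anti-cAMP TR-FRET, emission 671 nm; Repeats: single well per compound; Also added: Melanotan II; Dosing: one concentration, 6.5 µM nominal; Schedule: 30-min compound, 1-h challenge, 1-h detection, room temperature.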
# Granule exo inh: lytic granule exocytosis inhibition; TALL-104 LAMP-1 surface exposure, flow cytometry; cells stimulated with thapsigargin and PMA; inhibition, % at 10 µM; 360,000 compounds, 0.66% hits;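 active = inhibition above about 55%, limit read from the data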
# * marks the source's active call; other numbers are inactive results; / = not tested or not shown. Not all compounds are listed, so the mix of outcomes need not match the whole.
cpd	Compound	TLR9-MyD88 block	Vif inh	N-glyco inh	MC4R antagonist	aDG glyco up
1	Cc1nc(NS(=O)(=O)c2ccccc2)sc1NC(=O)OCCN(C)C	0	8	2	3	-0.2
2	O=C(CN1C(=O)NC2(CCCCCC2)C1=O)c1ccc(OC(F)F)cc1OC(F)F	10	-9	2	-1	0.3
3	CCOc1ccc2nc(SCC3CC3(Cl)Cl)[nH]c2c1 (stereo unspecified)	-2	2	2	-1	0.0
4	CCc1ccc(C2C(C#N)=C(N)OC3=C2C(=O)CCC3)s1 (stereo unspecified)	-6	7	0	18	-0.5
5	N#CC1=C(N)Oc2cc(N)ccc2C1c1ccc(F)cc1 (stereo unspecified)	-4	-12	6	2	-0.2
6	CC(C)Sc1ncc(S(=O)(=O)c2ccccc2)c(=O)[nH]1	1	-2	0	1	0.1
7	CCOc1ccc(NC(=O)COC(=O)c2ccc3c(c2)OCO3)cc1	9	3	0	-3	0.3
8	Cc1cc(C#N)c(C)n1-c1cc(C(F)(F)F)ccc1N1CCOCC1	-7	-11	-2	-1	0.1
9	CCOC(=O)Cc1csc(NC(=O)CN2CCN(CC)CC2)n1	2	-3	3	-6	-0.1
10	CC(C)(CS(=O)(=O)[O-])NC(=O)CC[N+](C)(C)CCO	-2	2	-2	1	1.3
11	Cc1cc(C)c(C(=O)N2CCCC(C(=O)c3cc(F)ccc3F)C2)o1 (stereo unspecified)	-6	/	2	2	0.1
12	CCOc1cc(S(=O)(=O)N2CCCC2)c(C)cc1C	1	1	2	6	-0.1
13	O=C(NCc1ccccc1)C(Cc1ccccc1)NS(=O)(=O)c1cccc2nsnc12 (stereo unspecified)	-2	-4	-1	10	0.0
14	COc1ccc(CCCc2nnc(SCC(=O)Nc3cccc(C)c3)o2)cc1	-2	5	-1	-5	0.1
15	CN1CCN(C(=S)NC(CC(=O)c2ccccc2)c2ccccc2)CC1 (stereo unspecified)	-10	-8	1	12	0.0

cpd	ABHD5 PLIN5 PPI	NOD2 RIPK2 PPI	Granule exo inh	ABCB6 inh 2	MC4R barr agon
1	-8	-8	0	85	0.0
2	-2	2	6	94	-1.1
3	3	-8	3	102	0.1
4	5	-2	1	100	-0.8
5	-4	7	0	98	-1.5
6	1	-2	1	102	-2.5
7	2	-10	-4	89	-0.1
8	4	4	8	97	0.7
9	6	0	-2	103	-1.1
10	0	-10	2	107	-0.3
11	2	-4	0	97	-2.0
12	0	-7	1	100	-1.0
13	-2	-11	-3	100	-1.4
14	4	12	2	98	0.5
15	8	-4	-5	96	-1.9

# The listing continues.
cpd	Compound	TLR9-MyD88 block	Vif inh	N-glyco inh	MC4R antagonist	aDG glyco up
16	COc1ccc2c(c1)c(=O)oc1cc(OCC(=O)N3CCc4ccccc4C3)ccc12	10	-3	-3	5	0.5
17	Cc1cc(C)c(C)c(S(=O)(=O)N2CCC(C(=O)NCc3ccco3)CC2)c1C	-3	-4	0	6	0.1
18	Cc1cccc(N2CCN(C(=S)Nc3ccc4nc(N5CCOCC5)cc(C)c4c3)CC2C)c1 (stereo unspecified)	-10	2	-1	25	-0.1
19	O=C(O)CCC(=O)OCCN(Cc1ccc(Oc2ccc([N+](=O)[O-])cc2)cc1)C(=O)C(Cl)Cl	1	-5	6	13	-0.3
20	CC1(C)CC(=O)C(C(C2=C(O)CC(C)(C)CC2=O)c2ccc(Cl)c([N+](=O)[O-])c2)C(=O)C1 (stereo unspecified)	8	1	4	-2	0.0
21	CCOC(=O)CSc1nnc(NC(=O)c2cc([N+](=O)[O-])cc([N+](=O)[O-])c2)s1	-1	3	2	4	-0.1
22	Cc1ccc(C(=O)OCN2C(=O)c3ccccc3C2=O)cc1S(=O)(=O)N1CCOCC1	-4	1	0	13	-0.1
23	CCOC(=O)C1(Cc2ccccc2)CCCN(C(=O)c2ccc(-n3ccnc3)cc2)C1 (stereo unspecified)	-7	-10	0	6	0.1
24	Cc1ccc(S(=O)(=O)CCC(=O)OCn2nnc3ccccc3c2=O)cc1	1	0	1	17	-0.2
25	COC(C(=O)Nc1ccc(S(=O)(=O)Nc2ccc(C)c(C)c2)cc1)c1ccccc1 (stereo unspecified)	-3	-5	-5	4	0.2
26	Cc1ccc(CNC(=O)CCC(=O)N2CC(C)Sc3ccccc32)cc1 (stereo unspecified)	4	23	-1	6	-0.1
27	O=C(CNC(=O)c1ccco1)N/N=C/c1ccc(C(=O)O)cc1	-2	0	1	0	-0.2
28	CCOc1ccc(C(=O)Nc2nnc(C3=COCCO3)o2)cc1	11	4	1	5	0.1
29	Cc1ccc(C(=O)NCC(=O)NCCCc2ccccc2)s1	4	6	0	5	0.0
30	CN1/C(=C/C(=O)CSc2ccccc2C(=O)O)C(C)(C)c2ccccc21	5	2	-1	-3	0.0

cpd	ABHD5 PLIN5 PPI	NOD2 RIPK2 PPI	Granule exo inh	ABCB6 inh 2	MC4R barr agon
16	-2	-8	-2	96	-1.9
17	0	9	14	92	-0.2
18	1	-6	-6	106	3.7
19	-9	-10	2	122	-1.5
20	3	-2	-2	94	0.7
21	-7	-1	9	74*	-1.8
22	-4	-6	11	99	-2.6
23	-4	0	0	99	-4.8
24	-8	0	-2	99	-1.4
25	6	6	7	93	2.3
26	6	-7	-5	102	-2.9
27	-12	-6	-8	98	2.8
28	0	6	-3	100	-1.8
29	0	-9	-14	98	-0.8
30	3	-8	6	339	0.0

# Whole records as entered above. Screens in order: TLR9-MyD88 block, Vif inh, N-glyco inh, MC4R antagonist, aDG glyco up, ABHD5 PLIN5 PPI, NOD2 RIPK2 PPI, Granule exo inh, ABCB6 inh 2, MC4R barr agon
# CCOC(=O)Cc1csc(NC(=O)CN2CCN(CC)CC2)n1 reads 2, -3, 3, -6, -0.1, 6, 0, -2, 103, -1.1
# CC1(C)CC(=O)C(C(C2=C(O)CC(C)(C)CC2=O)c2ccc(Cl)c([N+](=O)[O-])c2)C(=O)C1 (stereo unspecified) reads 8, 1, 4, -2, 0.0, 3, -2, -2, 94, 0.7
# CC(C)Sc1ncc(S(=O)(=O)c2ccccc2)c(=O)[nH]1 reads 1, -2, 0, 1, 0.1, 1, -2, 1, 102, -2.5
# COC(C(=O)Nc1ccc(S(=O)(=O)Nc2ccc(C)c(C)c2)cc1)c1ccccc1 (stereo unspecified) reads -3, -5, -5, 4, 0.2, 6, 6, 7, 93, 2.3
# O=C(CN1C(=O)NC2(CCCCCC2)C1=O)c1ccc(OC(F)F)cc1OC(F)F reads 10, -9, 2, -1, 0.3, -2, 2, 6, 94, -1.1

# Going on with the list:
cpd	Compound	TLR9-MyD88 block	Vif inh	N-glyco inh	MC4R antagonist	aDG glyco up
31	CCn1c(CNC(=O)c2ccco2)nnc1SCC(=O)Nc1ccccc1Cl	6	2	0	3	0.0
32	CCCCn1c(N)c(N(CCOC)C(=O)c2cc(-c3ccccc3Cl)nc3ccccc23)c(=O)[nH]c1=O	-2	-5	-1	-3	0.0
33	CSCCC(NC(=O)c1cccc(C)c1)C(=O)OCN1C(=O)c2ccccc2C1=O (stereo unspecified)	2	-1	2	30*	0.1
34	CNC1=CC(=O)CC(c2ccccc2)C1 (stereo unspecified)	-4	-3	0	-3	-0.3
35	Cc1cccc(N2CCN(CCCNC(=O)C3CCCN(c4ncnc5c4nc4n5CCCCC4)C3)CC2C)c1 (stereo unspecified)	-1	-3	4	5	0.5
36	COc1ccc(C)cc1S(=O)(=O)Nc1cc2c3c(c1)CCC(=O)N3CCC2	-17	-1	4	17	0.0
37	COc1ccccc1/C=C1\SC(=O)N(CC(=O)N(C)C2CCS(=O)(=O)C2)C1=O (stereo unspecified)	8	-3	2	-2	0.4
38	Cn1c(N2CCC(C(N)=O)CC2)nc2c1c(=O)n(Cc1cccc(Br)c1)c(=O)n2C	-6	-6	-1	0	0.2
39	COc1cc(OC)c(N(C)C(=O)CCNC(=O)Cn2cnc3ccccc3c2=O)cc1Cl	8	0	1	1	0.0
40	O=C(NC1CCCC1)C(c1ccc(N2CCOCC2)cc1)N(Cc1ccccc1)C(=O)c1ccco1 (stereo unspecified)	-4	1	0	1	0.1
41	COc1ccc(C(c2nnnn2Cc2ccccc2)N2CCN(C/C=C/c3ccccc3)CC2)cc1 (stereo unspecified)	/	-4	-2	/	-0.3
42	CCOC(=O)c1ccc(NC(=O)c2nc[nH]c2C(=O)NCCCCCNC(=O)OC(C)(C)C)cc1	-7	-10	-3	21	-0.1
43	Cc1ccc(OCC(=O)Nc2ccc(Cl)cc2)c([N+](=O)[O-])n1	-11	/	3	3	-0.1
44	COC(=O)[C@H]1C2CCC(C(=O)OC)(CC2)[C@H]1C(=O)OC	3	0	1	-2	-0.1
45	COc1cccc(NC(=O)CN(C)C(=O)c2ccc(COc3ccccc3)cc2)c1	3	-10	-4	-8	0.4

cpd	ABHD5 PLIN5 PPI	NOD2 RIPK2 PPI	Granule exo inh	ABCB6 inh 2	MC4R barr agon
31	12	-7	-20	97	-0.3
32	1	-20	2	100	2.0
33	-3	2	19	98	-2.1
34	6	0	-4	87	-0.9
35	-1	-9	-1	97	4.8
36	6	1	3	102	-1.9
37	2	-6	-2	101	0.5
38	8	-5	1	93	-0.6
39	-2	1	-2	85	0.8
40	-2	-10	-8	100	-1.4
41	9	8	20	90	/
42	1	-6	-3	94	-2.1
43	10	4	-5	97	-0.4
44	-9	3	-3	92	-0.2
45	-8	-4	-1	97	-0.3

# New compounds follow.
cpd	Compound	TLR9-MyD88 block	Vif inh	N-glyco inh	MC4R antagonist	aDG glyco up
46	COc1ccc2cc(C(=O)c3ccccc3)c(=O)oc2c1	9	-7	0	7	0.0
47	Cc1nc(SCC#N)c2c(C)c(C)sc2n1	9	11	0	-25	2.2
48	Cc1ccc2nc(NS(=O)(=O)c3cn(C)nc3C)sc2c1	2	25	2	-2	-0.1
49	CCOC(=O)c1sc2nc(CC(C)C)c3c(c2c1N)CCC3	-5	1	-2	-14	0.2
50	COc1cc(OC)cc(C(=O)NCC(=O)OCC(=O)Nc2cc(S(C)(=O)=O)ccc2Cl)c1	-1	-5	2	11	0.1
51	O=C(CCCN1C(=O)/C(=C/c2ccccc2OC(F)F)SC1=S)Nc1cccnc1	-19	-20	2	6	0.2
52	COc1ccc(S(=O)(=O)N2CCC(C)CC2)cc1N(C)S(=O)(=O)c1ccccc1	-9	-10	-5	13	-0.1

cpd	ABHD5 PLIN5 PPI	NOD2 RIPK2 PPI	Granule exo inh	ABCB6 inh 2	MC4R barr agon
46	5	-7	0	100	-1.8
47	2	9	1	113	0.0
48	-5	3	-3	98	-1.7
49	3	0	-9	99	1.6
50	-4	2	-2	102	-0.1
51	7	0	0	100	0.9
52	7	2	-3	98	-2.1

# High-throughput results from PubChem BioAssay.
